# P. falciparum M1AAP – P. falciparum M1AAP inhibitors, biochemical, fluorogenic H-Leu-NHMec substrate, 1536-well (AID 1445); recombinant M1AAP, H-Leu-NHMec fluorogenic kinetic assay; higher % means a stronger effect; one-dose inhibition, % at 30 µM; IC50 in µM for titrated hits; actives 0.42% (n = 220,000);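 active = primary inhibition above the hit cutoff, then over 50% inhibition at one or more dose response concentrations, cut at about 23% in these data, passing the limit was not always enough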;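 also: plate controls were DMSO full reaction for no effect and no enzyme background for full effect; strong numbers were not always called active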
# MT stabilize HCS – microtubule stabilizers in HeLa cells | % tubulin-high responders, % at 10 µM | AID 2205 | HeLa tubulin immunostaining HCS, 24 h; share of cells brighter than vehicle mean+2SD | actives 0.83% (n = 200,000);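 active = plate Z-score above 3 for both tubulin-high and condensed-nucleus cell shares, with cell loss under 80%, at 10 µM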;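 also: anti alpha tubulin signal scored within the nucleus-defined area of each cell; some results filed as inactive read as strong as hits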
# Dynein cargo inh – blocks dynein driven cargo transport along microtubules; z-score, hits read low; actives 0.47% (n = 220,000); AID 1381; 3617.4 mouse cells, GR-EGFP nuclear translocation imaging; test concentration mostly 20 µM; stimulated with dexamethasone, 1 µM; hits give low values;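 active = plate z-score of nuclear minus cytoplasmic receptor signal below a set negative limit, without overly bright fluorescence or cell loss, cut at about -3.5 in these data, passing the limit was not always enough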;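 also: z-score of nuclear minus cytoplasmic ring GR-EGFP intensity difference per well; some compounds called inactive have numbers as strong as hits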
#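 Also added – dexamethasone, 1.0 µM final · Buffer or medium – tet-free, stripped-serum medium · Schedule – induction 48 h, compound 1 h, agonist 30 min · Detection – formaldehyde fixation, Hoechst nuclear stain, 10x automated fluorescence imaging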
# b-catenin transl – modulators of beta-catenin nuclear translocation | HeLa beta-catenin nuclear translocation, immunofluorescence imaging | nuclear translocation activity, % at 5 µM | actives 0.3% (n = 190,000);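 active = nuclear translocation activity above 50% at 5 µM, with a well cell count of 50 or more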;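 also: per-cell ratio of nuclear to cytoplasmic median beta-catenin stain intensity; plate controls were DMSO negative control for no effect and GSK-3 inhibitor IX positive control for full effect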
#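 Test system: HeLa cells, endogenous beta-catenin; Compound: single 5 µM dose plus 0.02–20 µM confirmation series; Times: compound exposure 24 h at 37°C; Signal: fluorescence imaging of beta-catenin antibody stain plus DAPI; Read-out: % activation, nuclear-to-cytoplasmic median beta-catenin signal ratio per cell.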
# Ins promoter up – MIN6 insulin promoter up-regulation; MIN6 insulin promoter-GFP reporter, high-content imaging; hits give high values; actives 0.3% (n = 190,000); z-score at 5 µM; AID 1625;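 active = z-score above 3 at 5 µM with at least 500 cells counted in the well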
# P. falciparum M17LAP – P. falciparum M17LAP inhibitors, primary screen, biochemical, fluorogenic H-Leu-NHMec substrate, 1536-well (AID 1619) | actives 0.38% (n = 220,000) | recombinant M17LAP, H-Leu-NHMec fluorogenic kinetic assay; higher % means a stronger effect | one-dose inhibition, % at 30 µM; IC50 in µM for titrated hits;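 active = compound inhibiting the enzyme by more than half at any dose during confirmatory dose-response retesting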;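 also: plate controls were full reaction with DMSO carrier for no effect and no enzyme background for full effect; strong numbers were not always called active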
# UTI89 phage lysis – inhibition of K1F phage lysis, E. coli UTI89, bacterial capsule biogenesis inhibitors, alamar blue (AID 488966) | one-dose inhibition, % at 100 µM; IC50 in µM for titrated hits | actives 0.02% (n = 340,000) | E. coli UTI89 K1F phage lysis, alamar blue, 2 h; higher % means a stronger effect;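 active = phage lysis inhibition, versus mean bacterial control, above a set limit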;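 also: capsule biogenesis inhibitors block K1F phage lysis so surviving cells raise fluorescence; higher fluorescence means more inhibition of phage lysis; actives were called in the ten point dose series up to 300 µM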
# Autophagy mod – alters autophagy in cells; MEF GFP-LC3 puncta imaging; test concentration mostly 10 µM; calls only at 10 µM (by protocol); actives 0.98% (n = 190,000); AID 463193;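 active = percentage of spot-positive cells more than 3 SD above its plate mean, without a fluorescence outlier flag or 80% toxicity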;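 also: spot-positive cell cutoff set from DMSO-treated cells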
# ER stress rescue – protection against thapsigargin-triggered cell killing – 384-well, CSM14.1, ATP luminescence, primary screen (AID 1222) | CSM14.1 thapsigargin-induced death rescue, ATP luminescence; higher % means a stronger effect | cellular ATP content (survival), % at 20 µM, or EC50 in µM where a hit was titrated | 190,000 tested, under 10 active;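 active = EC50 below 50 µM in the dose-response confirmation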;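 also: death triggered by thapsigargin at about 15 µM added after 2 h compound pretreatment; cell ATP read after overnight thapsigargin exposure of roughly 18 to 22 hours; normalized against plate controls of thapsigargin alone and 5% DMSO vehicle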
# Dynein cargo inh cytoplasmic EGFP – also measured in Dynein cargo inh; calls as there; z-score; measured here: cytoplasmic GR-EGFP intensity; hits give high values
# Dynein cargo inh nuclear GR-EGFP – second read-out of Dynein cargo inh, no call of its own (marks repeat the call); z-score; measured here: nuclear GR-EGFP intensity;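 lower value marks the stronger effect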
# Dynein cargo inh cell count – further read-out of Dynein cargo inh, marked with its call; z-score; measured here: cell count per field
# Ins promoter up cell count – also measured in Ins promoter up; calls as there; cell count; measured here: cytotoxicity, nuclei count;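 total cells summed across four imaged fields per well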
# b-catenin transl cell count 5 µM – second read-out of b-catenin transl, no call of its own (marks repeat the call); cell count; measured here: cell count, cytotoxicity flag
# MT stabilize HCS Hoechst-high % – further read-out of MT stabilize HCS, marked with its call; % Hoechst-high responders; measured here: nuclear condensation Hoechst responders;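 share of cells brighter than vehicle mean plus two SD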
# MT stabilize HCS cytotoxicity % – further read-out of MT stabilize HCS, marked with its call; toxicity, %; measured here: cytotoxicity by cell density;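 0% = mean cell density of plate MIN control wells and 100% = no cells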
# Autophagy mod cell loss 18 h – further read-out of Autophagy mod, marked with its call; toxicity, %; measured here: cell loss, nuclei count;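 cell loss after 18 h compound exposure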
# * hit, by the source's call; i = inactive; . = no result given; [ ] = another dose, or the depositor's remark. Hits appear at their usual frequency. Share with any hit: about 2.9%.
SMILES,P. falciparum M1AAP,MT stabilize HCS,MT stabilize HCS Hoechst-high %,MT stabilize HCS cytotoxicity %,Dynein cargo inh,Dynein cargo inh cytoplasmic EGFP,Dynein cargo inh nuclear GR-EGFP,Dynein cargo inh cell count,b-catenin transl,b-catenin transl cell count 5 µM,Ins promoter up,Ins promoter up cell count,P. falciparum M17LAP,UTI89 phage lysis,Autophagy mod,Autophagy mod cell loss 18 h,ER stress rescue
O=C(CN1C(=O)C2C3C=CC(C3)C2C1=O)NCCc1ccccc1 (stereo unspecified),3%,3.0,2.8,12,-0.97,-0.5,-0.75,1.6,-2.2,1055,0.99,1691,4%,-0.2%,i,7,-2.3%
Cn1c(NC(=O)/C=C/c2c(F)cccc2Cl)cc(=O)n(C)c1=O,23%,5.6,3.8,3.4,0.51,-0.29,0.3,0.47,0.5,1074,-1.4,1237,1%,.,i,3,-1.3%
COc1cccc(C2CC(=O)Nc3c2c(=O)[nH]c2ncnn32)c1 (stereo unspecified),1%,2.9,1.5,2.9,0.86,-0.32,0.26,-1.2,-0.5,1149,0.26,1315,8%,0.1%,i,6,3.3%
O=C(CCCCn1c(=O)[nH]c2ccccc2c1=O)N1CCN(c2cccc(C(F)(F)F)c2)CC1,4%,4.5,4.8,0.7,1.9,-0.2,1.1,-1.3,-1.2,908,-1.2,1014,12%,-0.3%,i,3,-1.6%
Cc1ccc(NC(=O)C(NC2CCCc3ccccc32)c2ccccc2)c([N+](=O)[O-])c1 (stereo unspecified),-1%,2.1,2.4,11,0.26,-0.23,0.26,-0.23,-4.1,582,0.29,1400,15%,-0.1%,i,-5,-1.4%
O=C(c1ccc(-n2nc(C(F)(F)F)c3c2CCCC3)cc1)N1CCOCC1,6%,4.1,1.6,15,0.11,-0.25,0.068,0.46,1.4,1002,-0.09,1581,3%,-0.6%,i,-1,1.1%
NC(=O)Cc1ccc(Nc2nnc(-c3ccccc3)c3ccccc23)cc1,11%,2.8,2.8,8.2,-0.62,-0.2,-0.24,0.49,5.1,1035,0.48,1713,3%,0.3%,i,0,-3.0%
CC(C)(C)c1ccc(OCC(=O)Nc2ccc3c4c(cccc24)C(=O)NC3=O)cc1,9%,4.9,2.4,17,1.2,-0.1,0.44,-0.18,0.4,1475,.,.,9%,0.1%,i,22,1.1%
O=S(=O)(NCC(c1cccnc1)N1CCOCC1)c1cccs1 (stereo unspecified),5%,3.8,1.8,3.5,2.4,-0.045,1.7,-1.6,0.7,1098,0.15,1174,-1%,0.6%,i,3,1.0%
COC(=O)c1cc2c(C(F)(F)F)nn(C)c2s1,1%,.,.,.,-0.39,-0.29,-0.23,0.51,-2.9,1169,-0.52,1490,-3%,.,.,.,.
CCCCNC(=S)N(Cc1ccco1)Cc1cc2cc3c(cc2[nH]c1=O)OCCO3,4%,8.3,9.2,5.7,0.62,-0.24,0.43,-0.082,2.7,1147,1.6,1410,-2%,-3.5%,i,-10,1.0%
Cc1ccc(NCc2ccc(O)c3ncccc23)cc1C,-1%,2.4,2.3,3.8,-0.57,0.12,-0.15,-0.023,0.0,1542,0.09,1519,-2%,-0.6%,i,2,4.8%
CC(C)(C)NC(=O)CN(C(=O)CSc1nnc(COc2ccccc2)o1)c1cccc(F)c1,9%,0.9,0.9,9.9,0.25,-0.048,0.037,-0.0076,-4.2,1187,0.14,976,20%,0.6%,i,-8,-0.3%
CC1(C)NC(=O)N(CCOc2ccc([N+](=O)[O-])cc2)C1=O,7%,6.2,1.2,11,0.65,-0.22,0.53,-0.51,-4.5,1056,-0.65,1611,2%,-0.4%,i,21,-0.5%
CC(=O)NC1(c2cccc(F)c2)CCN(CC(=O)NC(C)C)CC1,6%,2.6,1.2,4.0,-0.3,-0.14,-0.79,-0.61,-0.9,1356,0.03,1566,8%,-0.1%,i,3,-1.1%
c1ccc(-c2ccc(-c3csnn3)cc2)cc1,4%,1.8,1.8,11,-0.0096,-0.26,0.21,-0.36,1.4,1371,-0.36,1570,-13%,-0.1%,i,-3,-1.6%
O=C(Nc1nc(-c2ccccc2)cs1)c1ccccc1NS(=O)(=O)c1ccc(F)cc1,18%,4.8,2.0,10,0.63,-0.16,-0.022,-0.6,1.5,543,-3.6,735,6%,-2.1%,i,-7,-1.8%
O=[N+]([O-])c1ccc(-c2csc3[n+]2CCS3)cc1,1%,0.7,0.9,8.0,0.51,0.14,0.69,-1.1,.,.,-0.19,931,3%,-0.2%,i,-8,-0.7%
CC(C)C(=O)Nc1cc(S(=O)(=O)Nc2ccc(Cl)cc2)ccc1Cl,0%,5.2,2.3,3.9,-0.83,-0.26,-0.38,0.7,1.3,1056,-0.01,1566,-1%,-0.2%,i,34,1.5%
O=C(Cn1cnc2c(nnn2Cc2ccc(F)cc2)c1=O)NC1CCCC1,5%,1.2,2.2,9.9,-0.3,-0.25,-0.041,0.42,-2.6,854,-0.08,1345,-5%,-1.4%,i,0,-0.4%
Cc1c(C(=O)N(C)C)sc(NC(=O)c2cccc([N+](=O)[O-])c2)c1C#N,4%,2.1,1.3,5.4,-1,-0.23,-0.3,0.54,0.3,1082,.,.,10%,2.9%,i,-9,-1.9%
O=C(Nc1ccc(C(=O)N2CCOCC2)cc1)Nc1cccc(Cl)c1,1%,4.2,1.7,0.3,0.15,-0.3,1.1,0.16,-2.9,615,0.36,1151,6%,-6.2%,i,-1,-3.8%
CCOC(=O)c1[nH]c(C)c(/C(O)=C2\C(=O)C(=O)N(CCCN(C)C)C2c2ccncc2)c1C (stereo unspecified),-3%,2.9,2.1,9.2,-0.82,-0.21,0.036,0.69,-3.5,996,0.56,894,11%,.,i,-24,-0.4%
CC(=O)Nc1ccc(N2C(=O)CSC2c2ccccc2[N+](=O)[O-])cc1 (stereo unspecified),8%,5.0,1.8,6.1,0.34,-0.26,0.18,0.01,0.4,1133,0.31,1317,0%,0.5%,i,-13,1.4%
Oc1ccc(C=NC2CCCCC2)cc1,3%,.,.,.,-0.45,-0.28,0.36,0.54,-1.1,1281,-0.34,898,21%,0.0%,.,.,.
O=C1CCc2cc(S(=O)(=O)N3CCCC3C(=O)N3CCN(c4ccccc4F)CC3)ccc2N1 (stereo unspecified),4%,3.2,2.5,5.8,1.1,-0.16,0.72,-0.42,-2.3,1196,0.22,997,-8%,-6.6%,i,9,-0.3%
COc1ccc(/C=N\NC(=O)c2cccc(Br)c2)c(OC)c1,5%,3.7,1.4,3.0,2.1,-0.12,0.91,-1.7,1.4,958,0.46,1707,-3%,1.2%,i,5,4.1%
CCCCCn1c(=O)[nH]c2cc(C(=O)NCCc3ccc(OC)c(OC)c3)ccc2c1=O,17%,2.2,1.1,6.5,1.9,-0.29,1.1,-1.2,.,.,-0.46,967,6%,0.6%,i,0,-0.5%
CCOC(=O)c1c(Cl)c(C)nn1-c1nc(OC)cc(OC)n1,5%,4.0,2.4,0.0,1.4,-0.31,0.85,-0.68,.,.,-0.19,1294,16%,2.2%[50 µM],i,-13,-1.6%
Cc1ccc(C(C(=O)NC2CCCC2)N(C(=O)c2csnn2)C2CCCC2)o1 (stereo unspecified),5%,6.7,2.5,4.5,-0.4,-0.22,0.013,0.43,-1.3,1107,0.05,1249,7%,-0.2%,i,5,-0.7%
CCN1CCN(c2oc(/C=C/c3ccccc3)nc2C#N)CC1,19%,.,.,.,-0.14,-0.18,0.31,0.28,0.7,1255,.,.,-227%,2.2%,.,.,.
COc1cc(CC(=O)Nc2ccc3nc(C)sc3c2)cc(OC)c1OC,10%,3.1,2.9,12,-0.92,-0.085,-0.25,1,0.0,894,-0.29,1235,7%,1.2%,i,0,-1.7%
Cc1cc2cc3c(cc2nc1SCC(=O)O)OCCO3,12%,5.0,2.7,3.4,0.17,0.055,0.18,-0.24,-4.4,1001,-0.53,1233,21%,0.3%,i,13,1.2%
COc1ccc(-n2c(N)c(C(=O)NCc3ccco3)c3nc4ccccc4nc32)cc1OC,-2%,5.8,2.7,3.8,-0.2,-0.24,0.42,0.39,-1.3,515,-0.15,1353,-3%,-0.1%,i,5,-2.3%
Cc1ccc(C)n1-c1ccccc1N,-5%,3.8,1.6,4.4,-0.38,0.16,-0.28,0.1,-0.9,1104,.,.,-4%,.,i,-3,-1.9%

# Screening data (PubChem)
